Screening data as filed in PubChem.
N370S GC – N370S glucocerebrosidase modulation, Gaucher chaperone candidate; hit rate 0.092% among 330,000; Potency, µM (top dose mostly 59.4 µM), for the others: top-dose activity change, negative = inhibition, usual class: inhibitors; AID 2101; P04062; N370S GC spleen homogenate, 4MU-glucoside fluorescence;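 note: 0% = full enzyme activity and -100% = no enzyme basal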
FEN1 inh – inhibitors of human flap endonuclease 1 | P39748 | Recombinant FEN1 flap cleavage, fluorescence, 15 min | Potency, µM (doses to about 114 µM), for the others: at the top dose activity change, negative = inhibition, most hits filed as inhibitors | hit rate 0.35% among 390,000 | AID 588795; note: nearly all actives have a fitted effect of over 65% in size
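Potency values derive from four-parameter Hill fits of normalized qHTS data. The reaction used 10 nM FEN1 preincubated 15 min at room temperature with compound, then 50 nM DNA substrate, read at 0 and 15 min.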
KAT2A inh – GCN5L2 (KAT2A) acetyltransferase inhibition | GCN5L2 HAT assay, ThioGlo1 CoA-SH fluorescence | Potency, µM (titrated, usually from 58.9 µM), for the others: top-dose activity change, negative = inhibition, actives largely listed as inhibitors | hit rate 0.21% among 390,000
Target sequence (Q92830 whole entry, looked up): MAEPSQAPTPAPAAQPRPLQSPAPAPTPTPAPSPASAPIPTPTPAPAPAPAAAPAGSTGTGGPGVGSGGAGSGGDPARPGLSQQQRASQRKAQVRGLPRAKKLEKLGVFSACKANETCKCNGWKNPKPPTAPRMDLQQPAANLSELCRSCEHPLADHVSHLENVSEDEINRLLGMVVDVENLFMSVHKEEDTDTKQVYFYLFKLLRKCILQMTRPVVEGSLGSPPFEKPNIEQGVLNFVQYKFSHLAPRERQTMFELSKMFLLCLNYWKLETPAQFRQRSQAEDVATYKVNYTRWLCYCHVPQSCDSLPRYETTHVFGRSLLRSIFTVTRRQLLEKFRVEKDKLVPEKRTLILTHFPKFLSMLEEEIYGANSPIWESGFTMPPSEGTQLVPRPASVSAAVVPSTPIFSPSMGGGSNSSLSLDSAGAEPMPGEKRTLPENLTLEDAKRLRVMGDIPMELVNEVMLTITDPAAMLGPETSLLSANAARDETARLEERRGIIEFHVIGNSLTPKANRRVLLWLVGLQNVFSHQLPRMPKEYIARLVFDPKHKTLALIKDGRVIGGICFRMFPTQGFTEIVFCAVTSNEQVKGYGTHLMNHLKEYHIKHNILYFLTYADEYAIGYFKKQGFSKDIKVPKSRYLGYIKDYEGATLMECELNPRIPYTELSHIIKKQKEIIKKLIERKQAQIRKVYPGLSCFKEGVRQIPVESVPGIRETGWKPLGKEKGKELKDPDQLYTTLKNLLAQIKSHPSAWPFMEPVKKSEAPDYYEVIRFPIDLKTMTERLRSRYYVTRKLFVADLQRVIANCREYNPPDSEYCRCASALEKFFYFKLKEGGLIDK
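Fluorescence readout, Ex340nm/Em540nm: ThioGlo1 (50uM final) reacts with free CoA thiol released as 20nM GCN5L2 acetylates H3(1-25) peptide (75uM) using acetyl-CoA (70uM). Compound and enzyme sat 15 min beforehand; 20 min room-temperature reaction.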
Active calls of the source: *; ? = inconclusive; . = not tested or not shown; & = joins results of further samples; [ ] = another dose, or the depositor's remark. Calls come from the whole dose curve; as a rule, active = well fitted curve in the direction sought with a large enough effect; inconclusive = small, poorly fitted or top-dose-only effect, or another doubt; inactive = no such curve, though single readings can be large; an effect the other way counts as inactive or inconclusive. Unless noted, % is set by controls: 0 for no effect and ±100 for the full control effect; potency is the fitted concentration of half-maximal effect. Some of the compounds tested (hit frequency here may not be typical).

Order of results – N370S GC	FEN1 inh	KAT2A inh
> CCCCC(=O)N/N=C/c1c(O)n(Cc2ccc(F)cc2)c(=O)[nH]c1=O
    -4.3%	-10.0%	-12.4%
> CC(C)n1cc(C(=O)N(CC(=O)NC(C)(C)C)Cc2ccccc2)cn1
    3.4%	1.5%	2.1%
> CCN(CC)CCN=Cc1c(O)n(Cc2ccccc2)c(=O)[nH]c1=O
    -8.4%	-5.8%&-2.3%	-8.4%&-0.3%
> CC(=O)NC(Cc1ccc(N(CCCl)CCCl)cc1)C(=O)NC(CC(C)C)C(=O)O (configuration not stated)
    5.9%	1.8%	-18.1%
> Cc1ccc(NC(=O)c2cccn(Cc3ccccc3C)c2=O)c(C)c1
    .	15.1%	-3.1%
> COc1c2c(cc3c1OCO3)CC[N+](C)=C2
    -1.0%&-5.3%&-13.7%	-26.0%	-11.6%&0.3%
> Cc1cccnc1-n1c(-c2ccccc2)nc2ccccc2c1=O
    ?	0.2%	-1.5%
> O=C(Nc1ccccc1)Oc1ccccc1
    8.7%	1.5%	-2.7%
> COC(=O)C1=C(c2ccccc2OCc2ccccc2)C[C@@H]2CC[C@H]1N2C(=O)NCc1ccc([N+](=O)[O-])cc1
    .	4.7%	-5.9%
> COC(=O)C1=CCCN(C)C1
    -2.5%	0.2%	2.3%
> O=C(c1cc(C(=O)NCc2ccccc2)c(=O)n(Cc2ccccc2)c1)c1cc(Cl)ccc1O
    10.6%	-7.7%	-10.6%
> O=C1NC(=S)N(c2ccccc2F)C(=O)/C1=C\c1cccs1
    4.1%	-6.1%	-18.9%
> NCC(CC(=O)O)c1ccc(Cl)cc1 (configuration not stated)
    1.1%&-3.5%&-12.1%&2.3%&-4.8%	-2.8%	?
> CCCCN1C(=O)/C(=C/C=C/c2ccco2)C(=O)NC1=S
    10.4%	25.1µM*	-20.8%
> C/C(=C\c1ccc(N(C)C)cc1)[N+](=O)[O-]
    5.7%	-2.3%	3.1%
> CC(C)OC(=O)C1C(=O)NC2(C)CC1c1ccccc1O2 (configuration not stated)
    2.3%[12.8 µM]	10.3%	-2.0%
> CC(C)(C)P(=O)(NCc1ccccc1)c1ccccc1 (configuration not stated)
    -7.1%	-1.2%	-1.8%
> C=CCn1c(O)c(C(C)=NCc2ccco2)c(=O)[nH]c1=O
    2.7%	-3.4%	-5.5%
> CCC(C)n1c(O)c(/C=N/Nc2nc3c(c(=O)n(C)c(=O)n3C)n2C)c(=O)[nH]c1=S (configuration not stated)
    -7.8%	-5.1%	-5.2%
> NNC(=O)CN1C(=O)CN=C(c2ccccc2)c2cc(Br)ccc21
    -4.8%	1.8%	-7.5%
> N#CN=C1SCCN1Cc1ccc(Cl)nc1
    0.9%	.	-0.3%
> O=C1N(CN2CCOCC2)c2ccccc2C1(O)c1c[nH]c2ccccc12 (configuration not stated)
    4.6%	3.3%	10.1%
> CN1CCN(Cc2cc(=O)n3ccsc3n2)CC1
    -22.9%	1.9%	-4.0%
> Cc1onc(-c2ccccc2)c1C(=O)N1CCC2(CC1)OCCO2
    2.8%	0.6%	8.8%
> COc1ccc(Cc2nccc3cc(OC)c(OC)cc23)cc1OC
    15.7%	-6.7%	-5.3%
> CC/C(=C\C=C\[C@@H]1C=C[C@@H]2CCC[C@H]2[C@@H]1C(=O)c1ccc[nH]1)[C@@H]1O[C@@H]([C@@H](C)C(=O)O)CC[C@@H]1C
    0.1%	-18.3%	-16.1%
> ClCCOCCCl
    0.3%	10.5%	-2.2%
> c1coc(CNCCc2c[nH]c3ccccc23)c1
    -17.3%	4.4%	-9.2%
> Cc1cc(C)c(C2=NOC(O)(C(F)(F)F)C2)c(=O)[nH]1 (configuration not stated)
    -4.2%	1.8%	3.7%
> N#CCCn1cc(C(=O)Nc2ccccc2Cl)c(-c2ccc([N+](=O)[O-])cc2)n1
    -3.9%	6.5%	-2.1%
> COC(=O)C1=C(c2ccc(OC)c(OC)c2)C[C@@H]2CC[C@H]1N2C(=O)NCC1CC1
    .	-6.5%	-4.0%
> CC(C)=CC1C(C(=O)OCc2cccc(Oc3ccccc3)c2)C1(C)C (configuration not stated)
    12.6%	.	-0.9%
> CCCC/C(C)=C/[C@@H](NP(=O)(c1ccccc1)c1ccccc1)c1ccccc1
    -2.8%&19.5%	-31.6%	-14.3%
> CN1CC[C@@]2(C)c3cc(O)ccc3N(C)[C@@H]12
    -4.3%	?	.
> CC1/C=C/C=C/CC/C=C/C=C/C=C/C=C/C(OC2OC(C)C(O)C(N)C2O)CC2O[C@](O)(CC(O)C(O)CCC(O)CC(O)CC(O)CC(=O)OC(C)C(C)C1O)CC(O)C2C(=O)O (some centres not stated)
    11.0%	.	20.9%
> N=C1c2ccccc2CN1NC(=O)c1ccccc1
    9.6%	5.1%	-1.1%
> Fc1ccc(C(OCCN2CCN(C/C=C\c3ccccc3)CC2)c2ccc(F)cc2)cc1
    ?	.	?
> Cc1cccc(C)c1N1CCN(c2c(C)cccc2C)CC1
    -13.3%	3.8%	-4.6%
> O=[N+]([O-])c1ccc(N2CCNCC2)cc1Sc1ccccn1
    -17.3%	-6.3%	0.5%
> CCN(CC)CCCNC(=O)c1c(O)c2ccccc2n(Cc2ccccc2)c1=O
    .	-3.7%	-4.8%
> COC(=O)C1=C(c2ccc(OC(F)(F)F)cc2)C[C@@H]2CC[C@H]1N2C(=O)NC1Cc2ccccc2C1
    .	-16.4%	-3.8%
> COc1ccc(Cn2c(N)c(C(=O)NCc3ccco3)c3nc4ccccc4nc32)cc1OC
    ?	-8.2%	-5.9%
> CC(C)CC12CN3CCN(CC(C3)C1O)C2 (configuration not stated)
    -18.8%	0.5%	-1.8%
> CCN(CC)S(=O)(=O)c1ccc(NN=C(C#N)C#N)cc1
    6.1%	-1.5%	-24.4%
> CC(C)c1onc(C(=O)N2CCC3(CC2)OCCO3)c1[N+](=O)[O-]
    21.3%	20.3%	0.0%
> CCOc1cccc(N2C(=O)CC(=O)NC2=O)c1
    6.8%	-6.0%	-13.7%
> O=C(CN1C(=O)CN=C(c2ccccc2Cl)c2cc(Cl)ccc21)NCc1ccco1
    -4.2%	-5.2%	-1.7%
> Cc1cc(C)[n+](C2C3CC4CC(C3)CC2C4)o1 (configuration not stated)
    4.7%	3.9%	0.2%
> CSc1ncc(/C=C2/C(=O)NC(=O)N(c3ccc(C)cc3)C2=O)cn1
    5.7%	1.0%	-9.9%
> CN(C)C1(CNC(=O)c2ccc(NS(=O)(=O)c3ccc(Cl)c(Cl)c3)cc2)CCCCC1
    .	13.0%	-5.7%
> Cc1cc(/C=C2/C(=O)NC(=O)N(Cc3ccco3)C2=O)c(C)n1-c1ccc(C(=O)O)cc1
    .	3.6%	-1.4%
> CNC(=O)Oc1ccccc1OC(C)C
    1.2%	-7.9%	-11.3%
> O=C(NC1CCCCC1)c1cn(CCN2CCOCC2)c2cc(Cl)ccc2c1=O
    -7.4%	.	0.0%
> FC(F)(F)c1cccc(NC2=NCCCS2)c1
    -6.6%	5.0%	-1.6%
> COc1cc(/C=C/c2nc3ccccc3c(=O)n2-c2cccc(O)c2)ccc1O
    11.3%	?	0.0%
> CCC1(CC)C(=O)NC(=O)NC1=O
    -2.4%	.	?
> CC(C)N1C(=O)NC(=O)C2(Cc3cc([N+](=O)[O-])ccc3N(C)C2c2ccccc2)C1=O (configuration not stated)
    -10.5%	-0.6%	25.0%
> COc1ccc(CC2NCC(O)C2OC(C)=O)cc1 (configuration not stated)
    7.3%	-5.7%	.
> CC(C)c1ccc(NC(=O)CCNC(=O)N2C[C@H]3C[C@@H](C2)c2cccc(=O)n2C3)cc1
    0.3%	3.4%	?
> Cc1nn(CC(C)C)c(Cl)c1C(=O)O
    7.9%	6.0%	0.1%

Random excerpt: 2 records from the list, in no set order.
Order of results – N370S GC	FEN1 inh	KAT2A inh
> COC(=O)C1=C(c2ccc(OC)c(OC)c2)C[C@@H]2CC[C@H]1N2C(=O)NCC1CC1
    .	-6.5%	-4.0%
> CCCC/C(C)=C/[C@@H](NP(=O)(c1ccccc1)c1ccccc1)c1ccccc1
    -2.8%&19.5%	-31.6%	-14.3%

(continued)
Order of results – N370S GC	FEN1 inh	KAT2A inh
> Cc1cc(OCC(=O)NCc2ccncc2)c2c3c(c(=O)oc2c1)CCCC3
    -6.6%	?	?
> CCC(=Nc1ccc2c(c1)CCC2)c1c(O)n(-c2ccc(OC)cc2)c(=O)[nH]c1=O
    -1.7%	-3.7%	-0.9%
> C[C@]12CCC3C(CC[C@H]4C[C@H](N)CC[C@]34C)C1CC[C@H]2O (some centres not stated)
    -0.8%	3.8%	-15.1%
> CC(C)c1ccc(N2C(=O)NC(=O)/C(=C/c3cnc(-c4ccccc4)nc3)C2=O)cc1
    -6.3%	-5.6%	26.8%
> O=C(O)c1cc(O)c(O)c(O)c1
    -11.3%&-0.3%	.	?
> O=C(c1ccc(Cl)cc1)C1CCCN(C2CCSCC2)C1 (configuration not stated)
    -8.9%	-6.8%	-5.8%
> CCOP(=S)(OCC)SCC(=O)NC(C(=O)O)C(C)C (configuration not stated)
    2.8%	1.7%	1.5%
> CCN(CC)P(=O)(NC(=O)C(Cl)(Cl)Cl)N(CC)CC.[Cl-].[Cl-].[Cl-].[Nd+3]
    2.9%	?	?
> C#CCNc1ccncc1S(=O)(=O)NC(=O)NC(C)C
    -0.6%	-5.8%	-1.7%
> C[C@H](Cc1ccc2c(c1)OC(C(=O)O)(C(=O)O)O2)NC[C@H](O)c1cccc(Cl)c1
    1.5%&-9.2%	.	-3.4%
> CCCCCCCCCCCCCC(=O)O[C@@H]1[C@@H](C)[C@@]2(O)[C@@H](C=C(CO)C[C@]3(O)C(=O)C(C)=C[C@@H]23)[C@@H]2C(C)(C)[C@]12OC(C)=O
    -13.4%	.	2.1%
> CC/C(=C(\c1ccc(O)cc1)c1ccc(OCCN(C)C)cc1)c1ccccc1
    ?	-5.5%	-3.4%
> O=c1[nH]c(=O)n(CCC2=CCCCC2)c(O)c1C=NCc1cccnc1
    3.7%	-4.2%	-0.8%
> CC(=Nc1c(C)n(C)n(-c2ccccc2)c1=O)c1c(O)n(Cc2ccccc2)c(=O)[nH]c1=O
    -9.0%	-2.4%	5.0%
> COc1ccc(C2SCC(=O)Nc3c2c(C)nn3-c2ccccc2)cc1OC (configuration not stated)
    6.9%	-0.3%	-7.3%
> Cc1ccc(-c2nc3ccccc3c(=O)n2-c2ccc(O)cc2)cc1
    11.2%	4.3%	15.9%
> CCCCCn1c(=O)c(C(=O)NC(C)c2ccccc2)c(O)c2ccccc21 (configuration not stated)
    -5.7%	0.4%	1.3%
> CC1CCC(N2CCN(C(=O)COc3ccccc3)CC2)CC1 (configuration not stated)
    -3.5%	-0.1%	-3.5%
> NC(N)=N/N=C/c1ccc(N(c2ccccc2)c2ccccc2)cc1
    ?	-23.6%	-0.4%
> O=C1C2CCCN2C(c2ccncc2)N1c1ccc(Cl)c(Cl)c1 (configuration not stated)
    -2.7%	-17.4%	3.4%
> O=c1c2ccccc2nc(-c2ccco2)n1-c1ccncc1
    -10.8%[2.35 µM]	6.6%	-6.7%
> COc1cc(OC)c2c(c1)O[C@@H](c1ccc(OC)c(OC)c1)[C@H](O)C2
    -2.3%	10.5%	-4.3%
> Cc1nn(Cc2ccc(Cl)cc2Cl)c(Cl)c1C(=O)Nc1ccc(OC(F)F)cc1
    10.5%	-3.9%	0.7%
> COc1cccc(-c2nc3ccc(N4CCN(C)CC4)cc3[nH]2)c1
    0.0%	-8.6%	-26.3%
> CCOC(=O)C1=C(N)Oc2cc(C)oc(=O)c2C12C(=O)N1c3c(cccc32)C(C)=CC1(C)C (configuration not stated)
    -12.0%	3.3%	-8.7%
> O=C(Nc1ccc2c(c1)OCO2)c1cccn(Cc2ccc(F)cc2)c1=O
    .	15.2%	-7.8%
> CC(=NCc1ccc2c(c1)OCO2)c1c(O)n(-c2ccccc2)c(=O)[nH]c1=O
    -0.6%	2.0%	0.0%
> COC(=O)C1=C(c2c(C)noc2C)C[C@@H]2CC[C@H]1N2C(=O)NCCOc1ccc(OC)cc1
    .	-20.6%	-3.3%
> CN(C)C1C(=O)C(C(N)=O)=C(O)[C@@]2(O)C(=O)C3=C(O)c4c(O)cccc4[C@@](C)(O)C3CC12 (some centres not stated)
    ?	.	-3.1%
> O=C(c1ccc2c(c1)ncn2C1CCCCCC1)N1CCC2(CC1)OCCO2
    4.4%	-8.7%	-1.2%
> COC(=O)NC(=C(Cl)Cl)P(=O)(c1ccccc1)c1ccccc1
    6.3%	-12.3%	-12.4%

Exported bar-delimited: part of the list above
smiles | N370S GC | FEN1 inh | KAT2A inh
CC(=NCc1ccc2c(c1)OCO2)c1c(O)n(-c2ccccc2)c(=O)[nH]c1=O | -0.6% | 2.0% | 0.0%
COC(=O)C1=C(c2c(C)noc2C)C[C@@H]2CC[C@H]1N2C(=O)NCCOc1ccc(OC)cc1 | . | -20.6% | -3.3%
CN(C)C1C(=O)C(C(N)=O)=C(O)[C@@]2(O)C(=O)C3=C(O)c4c(O)cccc4[C@@](C)(O)C3CC12 (some centres not stated) | ? | . | -3.1%
O=C(c1ccc2c(c1)ncn2C1CCCCCC1)N1CCC2(CC1)OCCO2 | 4.4% | -8.7% | -1.2%
